Source: PubChem (The Scripps Research Institute Molecular Screening Center)
MITF primary: inhibitors of human MITF; O75030; AlphaScreen MITF homodimerization, bead proximity signal; inhibition, % at 2.6 µM; actives 0.91% (n = 650,000); in the data active = inhibition above about 50%;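 also: 0% = vehicle wells with protein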
TEAD-YAP block: TEAD-YAP interaction inhibition; HEK-TIYL cells, TEAD-Gal4/YAP UAS-luciferase luminescence; inhibition, % at 9.12 µM; AID 1259422; actives 1.4% (n = 640,000); in the data active = inhibition above about 32%;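 also: 0% = median of test compound wells and 100% = reference inhibitor wells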
GPR151 ag: activates the human receptor GPR151. Q8TDV0. PathHunter beta-arrestin GPR151 cells, luminescence. activation, % at 11.2 µM. actives 1% (n = 650,000). AID 1508602; in the data active = activation above about 4.9%;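 also: 0% = median of compound wells and 100% = cells with positive control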
Target sequence (Q8TDV0 whole entry, looked up): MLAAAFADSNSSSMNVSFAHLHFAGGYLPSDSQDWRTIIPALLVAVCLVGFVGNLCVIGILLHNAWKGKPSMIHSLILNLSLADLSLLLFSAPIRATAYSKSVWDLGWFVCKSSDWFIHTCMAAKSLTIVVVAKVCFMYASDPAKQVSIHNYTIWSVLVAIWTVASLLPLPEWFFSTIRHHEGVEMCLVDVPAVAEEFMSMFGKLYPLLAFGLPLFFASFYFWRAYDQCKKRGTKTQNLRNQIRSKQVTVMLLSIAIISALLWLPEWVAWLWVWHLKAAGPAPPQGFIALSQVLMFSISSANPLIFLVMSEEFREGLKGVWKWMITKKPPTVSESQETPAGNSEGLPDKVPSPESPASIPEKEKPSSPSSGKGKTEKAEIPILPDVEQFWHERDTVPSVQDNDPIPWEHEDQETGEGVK
FBW7 act: human FBW7 E3 ligase activation, primary screen; Q969H0; AlphaScreen FBW7–phospho-cyclin E peptide binding, activator screen; normalized activity (activation), % at 26.1 µM; actives 0.13% (n = 650,000); in the data active = normalized activity above about 1.9%;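 also: purified mutant Fbw7 with reduced substrate affinity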
Target sequence (Q969H0 whole entry, looked up): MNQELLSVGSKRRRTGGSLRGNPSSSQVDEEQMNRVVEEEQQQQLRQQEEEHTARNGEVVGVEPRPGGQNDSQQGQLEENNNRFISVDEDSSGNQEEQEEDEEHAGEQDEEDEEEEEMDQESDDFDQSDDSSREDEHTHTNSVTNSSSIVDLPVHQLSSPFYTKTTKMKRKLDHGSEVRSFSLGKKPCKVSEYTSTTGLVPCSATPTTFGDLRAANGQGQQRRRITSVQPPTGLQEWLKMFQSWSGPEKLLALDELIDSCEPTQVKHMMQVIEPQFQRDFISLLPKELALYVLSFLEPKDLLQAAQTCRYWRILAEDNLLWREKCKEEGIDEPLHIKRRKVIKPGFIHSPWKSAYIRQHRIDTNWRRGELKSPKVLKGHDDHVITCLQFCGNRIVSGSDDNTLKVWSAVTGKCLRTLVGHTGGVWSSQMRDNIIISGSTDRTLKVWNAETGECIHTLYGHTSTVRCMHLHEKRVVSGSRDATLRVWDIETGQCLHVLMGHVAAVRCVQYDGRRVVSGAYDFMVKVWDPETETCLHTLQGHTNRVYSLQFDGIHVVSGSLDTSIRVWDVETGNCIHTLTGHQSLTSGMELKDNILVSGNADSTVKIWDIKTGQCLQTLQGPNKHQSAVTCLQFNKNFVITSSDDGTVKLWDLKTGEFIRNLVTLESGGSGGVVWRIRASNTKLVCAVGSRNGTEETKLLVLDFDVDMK
* = called active by the depositor; & = joins results of further samples.

SMILES	MITF primary	TEAD-YAP block	GPR151 ag	FBW7 act
CCC1CCc2c(sc(NC(=O)c3ccoc3C)c2C(N)=O)C1 (centres undefined)	-3	-21	-0.7	0.1
CCOC(=O)c1cc(C)sc1NC(=O)C1C2C=CC(C2)C1C(=O)O (centres undefined)	5	-1	-0.5	-0.1
CCc1csc2ncc(C(=O)NC(C)c3ccccc3)c(=O)n12 (centres undefined)	6	7	0.0	-0.3
CCCCOc1ccc(C(=O)OCCN2CCCCC2)c(O)c1	4	10	1.8	0.5
CCOc1ccc2c(c1)sc(=NC(=O)c1ccc(S(=O)(=O)N3CCc4ccccc43)cc1)n2C	5	-11	0.1	-0.1
O=C(C1CCN(C2CC(=O)N(c3ccc(F)cc3)C2=O)CC1)N1CCCCCC1 (centres undefined)	-8	-1	-0.4	-0.1
COc1ccc(C(=O)Nc2ccc(C(=O)OCc3ccc([N+](=O)[O-])cc3)cc2)cc1	-5	0	-0.4	-0.1
CCOC(=O)c1c(C)oc2ccc(N(C(=O)c3cccc([N+](=O)[O-])c3)S(=O)(=O)c3ccc(C)cc3)cc12	-13	-8	0.1	0.1
COc1ccc(/C=N/N(C)c2cnc3ccccc3n2)c(OC)c1OC	-31	-29	0.2	1.3
O=C(c1ccco1)N1CCN(C(=O)c2cc(CCc3ccccc3)no2)CC1	7	-48	1.1	-0.1
Cn1c(/C(C#N)=C/c2ccc(N3CCOCC3)o2)nc2ccccc21	11	-36	3.5	0.1
O=C1CCC(CCNCc2cccnc2)N1C1Cc2ccccc2C1 (centres undefined)	-23	-11	0.2	0.0
O=C(Nc1ccc2[nH]ncc2c1)c1ccc(N[C@@H](CO)Cc2ccccc2)nc1	16	1	1.7	0.2
CCn1cnc2sc(C(=O)Nc3cc(Oc4ccccc4)cc([N+](=O)[O-])c3)c(C)c2c1=O	-14	-7	0.6	0.0
COc1cc2c(c(OC)c1)C(c1cccc3ccccc13)CC(=O)N2 (centres undefined)	5	8	0.4	0.0
C=CCSc1nc(N)c(C(=O)Nc2ccccc2OC)cc1C(=O)Nc1ccccc1	7	4	0.1	-0.2
O=C(O)CCc1ccc(-c2cnn3ccc(NCc4ccncc4)nc23)cc1	-9	2	-0.2	0.0
Cc1ccnc(NC(=O)Cn2c(=O)oc3cc(S(=O)(=O)N4CCCCCC4)ccc32)c1	12	7	0.0	0.1
CC(C)(C)CC(=O)N1CCC(n2nnc3ccccc3c2=O)CC1	-18	0	0.9	-0.1
CCCC1Nc2cc3ccccc3cc2C(Nc2ccc3ccccc3c2)C1CC (centres undefined)	-9	-26	0.5	0.0
COc1ccc(C)cc1NC(=O)c1cc(Cl)ccc1[N+](=O)[O-]	6	19	0.2	-0.1
CCCCOc1ccc(NS(=O)(=O)c2ccc(C)cc2)cc1	7	12	1.1	-0.1
CC(=O)N1CCC(N(C(=O)Nc2cccc(C)c2)C2CCCC2)CC1	-4	-9	1.0	0.0
COCCn1c(Cc2cccn2C)nnc1SCC(=O)Nc1ccccc1C	14	6	-2.1	0.8
N#Cc1ccc(C(=O)Nc2ccccc2I)cc1	10	-5	0.8	0.3
CN(C)CCN(Cc1cccs1)c1ccccn1	8&-11&-10	-5&-1	4.4&-2.0&1.2	0.1&0.5&0.1
O=S(=O)(NCC1(c2cccs2)CCCC1)c1ccc2c(c1)OCCO2	-8	-6	1.1	-0.1
CC(C)(C)OC(=O)N1CCCC(NC(=O)c2cccc(-n3cc(NC(=O)Cc4ccccc4)cn3)c2)C1 (centres undefined)	4	15	-0.6	0.0
CN1C(=O)/C(=C\c2ccccc2OCC(N)=O)SC1=S	2	5	1.5	-0.2
COc1cccc(-c2nc3ccccc3c(=O)[nH]2)c1	-6	-38	-0.5	-0.2
CN(C)c1nc(OCCNC(=O)OCc2ccc(Cl)cc2Cl)nc(N(C)C#N)n1	1	-1	0.8	0.0
COc1cc(/C=C2/C(=O)NN(c3ccc(Br)cc3)C2=O)cc(Cl)c1O	-12	-6	-1.9	0.2
COC(=O)c1cc(C(=O)Nc2nnc(C(F)(F)F)s2)cc([N+](=O)[O-])c1	4	4	0.9	0.2
Cc1nonc1CNC1CCN(c2ccc(C(=O)NC(C)c3ccccc3)cc2)CC1 (centres undefined)	17	10	1.9	0.1
CCOC(=O)CSc1nc2cc(C(=O)Nc3cccc(Cl)c3)ccc2c(=O)n1Cc1ccccc1	18	12	-0.3	0.2
OCCCc1nc2n(n1)C(c1cccc(Br)c1)C=C(c1cccs1)N2 (centres undefined)	12	-1	0.3	0.8
CCCCCCOc1ccc(C(NC(C)=O)NC(C)=O)cc1OC	0	-2	-2.4	0.2
CCC(=O)N(Cc1cc2ccc(C)cc2n2nnnc12)C1CCCC1	-4	8	-1.0	0.1
COc1ccc(NC(=O)c2cc(Br)ccc2Cl)cc1N1CCCC1=O	10	-14	1.5	-0.1
O=C(NCCC1=CCCCC1)c1ccc(-n2cc(NC(=O)C3CCOC3)cn2)cc1 (centres undefined)	-21	-2	-0.7	-0.1
CCCCc1nc2sc3c(=O)[nH]cnc3c2c2c1COC(C)(C)C2	-4	5	0.2	-0.2
O=C(/C=C/c1ccc([N+](=O)[O-])cc1)/C=C/c1ccco1	21	-5	0.2	0.1
CCOC(=O)N1CCN(S(=O)(=O)c2ccc(F)c(C(=O)Nc3ccccc3OC)c2)CC1	-17	2	1.2	0.0
Cc1cc([N+](=O)[O-])ccc1NC(=O)CC12CC3CC(CC(C3)C1)C2	0	-16	-2.0	0.0
NC(=O)c1ccccc1OCc1c(Cl)cccc1Cl	2	-2	2.6	0.0
Oc1ccc(-c2cnc3c(N4CCOCC4)nccn23)cc1	45	79*	-1.1	0.5
CC(C)Cn1cnc2sc3c(c2c1=N)CCCCC3	-15	2	-0.1	-0.2
Nc1ccc(S(=O)(=O)Nc2cnc3ccccc3n2)cc1	14&17	6	-1.7&2.5	0.1&0.1
COc1ccc(N2CCN(C(=O)c3cnc(N4CCN(c5ccccc5OC)CC4)c4ccccc34)CC2)cc1	-16	1	0.9	0.0
COc1cc(C2C(C(=O)OCCc3ccccc3)=C(C)NC3=C2C(=O)CCC3)cc(OC)c1OC (centres undefined)	2	5	0.0	0.1
CN1CCC(N2CCC(Oc3cccc(C(=O)N(C)CC4COCCO4)c3)CC2)CC1 (centres undefined)	0	-8	0.1	-0.1
O=CNNC(=O)c1ccccc1Cl	4	5	0.3	0.1
CCc1ccc(OCCCC(=O)NCc2ccco2)cc1	2	-7	6.6*	-0.1
CCOC(=O)C1CCN(c2nc3ccccc3n3c(C)nnc23)CC1	8	4	-0.3	0.0
CCC(C)(C)NC(=O)c1ccc(Cl)c(S(=O)(=O)N2CCCC2)c1	25	-2	-1.2	0.6
CCOC(=O)CS(=O)(=O)c1ccc(C(=O)NC2CCCC2)cc1[N+](=O)[O-]	6	1	0.8	-0.2
CCn1c(=O)c(C(C)=O)c(O)c2ccccc21	10	8	-0.6	0.1
COc1ccccc1-n1c2c(cc(C(=O)N3CCC(C)CC3)c1=O)C(=O)CC(C)(C)C2	-2	4	-0.1	0.0
COc1ccc(S(=O)(=O)N2CCC(C(=O)O)CC2)cc1Cl	-6	-6	2.6	0.1
CCN(CC)c1ccc(CN2CCc3nc(C)[nH]c(=O)c3C2)cc1	-18	4	-0.6	0.0
(listing goes on)
SMILES	MITF primary	TEAD-YAP block	GPR151 ag	FBW7 act
CCOC(=O)c1c(C)oc2ccc(OCc3ccc(Br)cc3)cc12	-2	-1	1.1	-0.1
Cc1ccc(NC(=O)CSc2ccc3nnc(-c4ccc(F)cc4)n3n2)c(C)c1	-2	19	2.4	0.0
CC(=O)C1CC(CC(=O)N[C@@H](C)Cn2nnc3ccccc32)C1(C)C (some centres undefined)	2	1	0.2	0.0
CC1CN2C(=O)Cc3c(S(=O)(=O)N4CCCC4)ccc(c32)S1 (centres undefined)	-10	-3	-0.1	0.2
O=c1c2sccc2nc(SCc2cccc(Cl)c2)n1C1CCCCC1	10	-15	-0.4	-0.1
COc1ccc(C2C(C(N)=O)=C(C)Nc3nnnn32)cc1OCc1ccccc1 (centres undefined)	1	-1	-0.7	-0.1
CC(C)n1cc(C(=O)N2CCC3(CC2)NC(=O)c2ccccc2O3)cn1	18	4	0.0	0.3
Cc1ccc(N2C(=O)C3C4C=CC(O4)C3C2=O)cc1Br (centres undefined)	-15	0	0.4	0.1
C[C@H](NC(N)=O)C(=O)Nc1ccc(OCc2ccccc2)cc1	0	-22	-1.9	0.0
CC(C)Oc1ccc(C(=O)Nc2ccc(-c3nc4ncccc4o3)cc2)cc1	19	-15	-0.6	0.0
CC(C)NC(=O)CCCOc1ccc(Cl)cc1Cl	3	-18	0.4	0.1
CC(=O)N1CCc2cc(S(=O)(=O)N[C@@H](C)C(=O)O)ccc21	4	-3	-0.9	0.1
O=C(c1ccco1)N1CCc2c(nc(N3CCCC3)[nH]c2=O)C1	2	-1	2.3	0.0
O=C(NCCc1c[nH]c2ccccc12)C12CC3CC(CC(O)(C3)C1)C2	6	-11	7.6*	-0.1
O=C1N[C@@H](Cc2c[nH]c3ccccc23)C(=O)N2CCN(C(=O)Oc3ccc(Cl)cc3)C[C@H]12	14	3	0.1	0.5
CCOC(=O)c1c(NC(=O)C(C)Sc2nnc(CNC(=O)c3ccc(C(C)(C)C)cc3)n2C)sc2c1CCCC2 (centres undefined)	-11	5	0.4	-0.2
CCC(=O)Oc1ccc2c(-c3cc4ccccc4oc3=O)cc(=O)oc2c1	-10	-7	5.4*	-0.2
COc1ccc(C2/C(=C(/O)c3ccc(Cl)cc3)C(=O)C(=O)N2CCCN(C)C)c(OC)c1 (centres undefined)	6	17	-0.8	0.1
CC(Cc1ccco1)NC(=O)CN1C(=O)CCC1=O (centres undefined)	9	5	-0.4	-0.1
C1CCCCCC2(CCCCC1)OCC(CN1CCCC1)O2 (centres undefined)	9	-3	-0.2	0.0
CCOC(=O)c1c(NC(=O)c2ccc(S(=O)(=O)N3CCc4ccccc4C3)cc2)sc2c1CCCCC2	1	8	0.5	0.0
COc1ccccc1/C=C1\SC(=S)N(c2ccc(C(=O)O)c(O)c2)C1=O	-10	-6	-0.2	-0.6
CC(=O)N1CCC(N2CCCC(CO)(Cc3ccccc3C)C2)CC1 (centres undefined)	0	18	-1.0	-0.1
CCOc1ccccc1OCCN1CCN(Cc2ccccc2)CC1	64*	4	1.7	-0.1
O=C(Nc1ccc2c(c1)OCO2)C1CC12CCN(C(=O)Cn1cnc3ccccc31)CC2 (centres undefined)	-15	-2	0.0	0.0
CN1CCN(c2ccccc2NC(=O)c2ccc(N3CCCCC3)c([N+](=O)[O-])c2)CC1	13	-2	-0.1	-0.3
Cc1ccc(Cl)cc1N(CC(=O)NC1CCCCC1)S(C)(=O)=O	20	3	-0.8	0.2
CCN(CC)CCn1c2c(c(SCC(=O)Nc3ccccc3OC)nc1=O)CCC2	16	6	-0.2	-0.1
COc1ccc(OC)c(Cc2nnc(CCC(=O)NC3CCCCCCC3)o2)c1	3	-32	-1.5	0.0
O=C(Nc1cccc(NC(=O)c2ccc(-c3cccc([N+](=O)[O-])c3)o2)c1)c1ccco1	21	11	-0.7	0.2

13 of the compounds above, with two lines to a compound:
Sequence of screens: MITF primary	TEAD-YAP block	GPR151 ag	FBW7 act
O=C1N[C@@H](Cc2c[nH]c3ccccc23)C(=O)N2CCN(C(=O)Oc3ccc(Cl)cc3)C[C@H]12
  14	3	0.1	0.5
CCOC(=O)c1c(NC(=O)C(C)Sc2nnc(CNC(=O)c3ccc(C(C)(C)C)cc3)n2C)sc2c1CCCC2 (centres undefined)
  -11	5	0.4	-0.2
CCC(=O)Oc1ccc2c(-c3cc4ccccc4oc3=O)cc(=O)oc2c1
  -10	-7	5.4*	-0.2
COc1ccc(C2/C(=C(/O)c3ccc(Cl)cc3)C(=O)C(=O)N2CCCN(C)C)c(OC)c1 (centres undefined)
  6	17	-0.8	0.1
CC(Cc1ccco1)NC(=O)CN1C(=O)CCC1=O (centres undefined)
  9	5	-0.4	-0.1
C1CCCCCC2(CCCCC1)OCC(CN1CCCC1)O2 (centres undefined)
  9	-3	-0.2	0.0
CCOC(=O)c1c(NC(=O)c2ccc(S(=O)(=O)N3CCc4ccccc4C3)cc2)sc2c1CCCCC2
  1	8	0.5	0.0
COc1ccccc1/C=C1\SC(=S)N(c2ccc(C(=O)O)c(O)c2)C1=O
  -10	-6	-0.2	-0.6
CC(=O)N1CCC(N2CCCC(CO)(Cc3ccccc3C)C2)CC1 (centres undefined)
  0	18	-1.0	-0.1
CCOc1ccccc1OCCN1CCN(Cc2ccccc2)CC1
  64*	4	1.7	-0.1
O=C(Nc1ccc2c(c1)OCO2)C1CC12CCN(C(=O)Cn1cnc3ccccc31)CC2 (centres undefined)
  -15	-2	0.0	0.0
CN1CCN(c2ccccc2NC(=O)c2ccc(N3CCCCC3)c([N+](=O)[O-])c2)CC1
  13	-2	-0.1	-0.3
Cc1ccc(Cl)cc1N(CC(=O)NC1CCCCC1)S(C)(=O)=O
  20	3	-0.8	0.2

(list continues)
SMILES	MITF primary	TEAD-YAP block	GPR151 ag	FBW7 act
O=C(Nc1ccccc1)N1CCN(c2nc3ccccc3s2)CC1	-9	-27	0.2	0.0
Cc1c(C(=O)NCc2cccnc2)oc2c1C(=O)CC(C)(C)C2	22	16	-1.2	1.2
CCC(C)(C)NC(=O)CN(C(=O)CCC(=O)Nc1ccccn1)c1ccccc1F	-10	-6	-0.3	0.0
Cc1nc2nc(SCC(=O)NC3CCCCC3)nn2c(C)c1Cc1c(F)cccc1Cl	8	4	6.4*	-0.3
COc1ccc(/C=C2/c3cc(C)ccc3-c3ncccc32)cc1OC	5	17	-0.4	-0.5
COc1cccc(C(=O)NNC(=O)COc2ccc(Br)c(C)c2)c1	8	3	-0.1	0.0
COc1ccc(C2C(C(=O)Nc3ccc(Br)cn3)=C(C)NC3=C2C(=O)CCC3)cc1 (centres undefined)	-3	2	-0.8	0.0
C=CCNC(=O)c1c(N)n(CCc2ccc(OC)c(OC)c2)c2nc3ccccc3nc12	-11	-4	1.2	0.3
